SDO1 yeast rescue = restores growth of sdo1-depleted yeast | S. cerevisiae sdo1-depleted JHY4D growth rescue, OD600 30 h; hits give high values; pdr5 snq2 efflux-pump mutant strain | z-score at 10 µM | 140,000 tested, 0.21% active;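 active means z-score above 3 at both the 24 hr and the 30 hr optical density reads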;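 further: z-score against mean and SD of all compound wells on the same plate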
Insulin prom inh = TRM-6 insulin promoter activity inhibition; TRM-6 cells (human fetal islet line), insulin promoter-eGFP reporter, imaging; reporter expression induced with tamoxifen; inhibition, % at 2 µM; 130,000 tested, 0.9% active; AID 1273;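 active means inhibition above the mean plus 3 SD, with well images judged a real hit on visual review, cut at about 60% in these data, passing the limit was not always enough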
SDO1 yeast rescue Rescue 24 h = also measured in SDO1 yeast rescue; calls as there; z-score; S. cerevisiae sdo1-depleted JHY4D growth rescue, OD600; measured here: growth rescue at 24 h;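 0 is the plate mean of compound wells and units are plate SD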
An asterisk follows results filed as active; nt = no result given; [ ] = another dose, or the depositor's remark.

Insulin prom inh | SDO1 yeast rescue | canonical_smiles | SDO1 yeast rescue Rescue 24 h
9 | 0.67 | NC(=O)C[C@@H]1NC(=O)[C@H](CCC(=O)O)NC(=O)c2cc([N+](=O)[O-])cc(I)c2OCC[C@@H](C(N)=O)NC1=O | 0.91
nt | -1.1 | CCCc1nc(SCC(=O)NCc2ccco2)c2c(=O)n(C)c(=O)n(C)c2n1 | -0.59
21 | -0.32 | COc1ccc(CCNc2c(N)n(Cc3ccccc3)c(=O)[nH]c2=O)cc1OC | -0.44
-35 | -0.09 | CCOC(=O)C1=C(C)N(CCCC(=O)O)C(=O)NC1c1ccccc1OS(=O)(=O)c1ccc(C)cc1 (stereo not given) | -0.53
nt | -0.18 | CN1CCN(C(=O)c2cccc(S(=O)(=O)N3CCCCC3)c2)CC1 | -0.88
-2 | 1.1 | CCOC(=O)C1CCCN(Cc2cccc(Cl)c2)C1 (stereo not given) | 1
-29 | -0.52 | CCOc1cc(S(=O)(=O)NCc2ccco2)c(OCC)cc1-n1cnnn1 | -1.3
-267 | -0.77 | O=C(CN1CCN(c2nc(-c3ccccc3)cs2)CC1)Nc1ccc2c(c1)OCO2 | 0.57
-47 | 0.4 | CS(=O)(=O)N(CC(=O)N1CCN(c2ccccc2F)CC1)c1cccc(C(F)(F)F)c1 | 0.42
78* | -1.8 | Cc1cccc(NC(=S)N=Nc2c(O)n(CN3CCOCC3)c3ccccc23)c1C | -1.5
13 | -1.6 | COc1cccc(CNc2nc3nc(C)c(Cl)c(C)n3n2)c1 | -0.79
nt | -0.15 | CC1CN(C(=O)CN2C(=O)c3ccccc3C2=O)CC(C)O1 (stereo not given) | -0.15
-78 | nt | CN(C)NC1=CC(=[N+]2CCCC2)CC(C)(C)C1 | nt
-56 | 0.77[19.3 µM] | O=C(O)c1cccc(N2CCCC2=O)c1 | -0.24
-23 | -0.46 | Cc1ccc(NC(=O)COC(=O)c2csc3c2CCC(C)C3)cc1S(=O)(=O)N1CCCCC1 (stereo not given) | 0.89
36 | 0.62 | CC(C)C(=O)N1CCN(CCN=CC2=C(O)CC(c3ccco3)CC2=O)CC1 (stereo not given) | 0.4
-8 | -1 | CCOc1ccc(NC(=O)c2cccc(OC(=S)N3CCC(C)CC3)c2)cc1 | -0.2
30 | -2.7 | Cc1cc(=O)[nH]c(SCC(=O)C23CC4CC(CC(C4)C2)C3)c1C#N | -2.1
20 | 1.3 | O=C(NCc1cccnc1)c1cnc2n(c1=O)CCS2 | 2.7
-10 | nt | COc1ccc(-c2cc(C(F)F)n3ncc(C(=O)N4CCCc5ccccc54)c3n2)cc1 | nt
-36 | 0.43 | CCc1ccc(NS(=O)(=O)c2cccs2)cc1 | 0.87
nt | 0.68 | Cc1ccc(-n2c(=O)c(C#N)cc3c(=O)n4ccccc4nc32)cc1 | -0.11
63 | -0.16 | Oc1ccc(-c2onc(C(F)(F)F)c2-c2cscn2)c(O)c1 | -0.31
nt | 1.6 | COc1ccc(C2C(C#N)=C(N)OC3=C2C(=O)CCC3)cc1Cn1cc([N+](=O)[O-])cn1 (stereo not given) | 2
8 | 0.61 | CCc1cc[n+](-c2nc3ccccc3nc2[N-]S(=O)(=O)c2ccc(Br)s2)cc1 | 0.7
-69 | -0.39 | O=C(CCN1C(=O)S/C(=C/c2ccc(Cl)cc2)C1=O)N1CCOCC1 | -0.26
nt | 1.1 | Cc1ccc(-n2c(C)n[nH]c2=S)cc1C | 0.77
nt | 0.5 | Oc1cc(Cc2ccccc2)cnc1CN1CCOCC1 | 0.08
-39 | -0.42 | CC(NC(=O)CN1CCN(c2ncccn2)CC1)c1ccc(F)cc1 (stereo not given) | -0.74
0 | 0.25 | O=C(c1cccc(F)c1)N1CCCN(C(=O)c2cccc(F)c2)CC1 | -0.81
-22 | -0.54 | CCCOC(=O)c1ccc(NC(=O)c2ccc(Br)o2)cc1 | -1.4
44 | -0.16 | CC(C)c1nc2sc3c(SCC(=O)NCc4ccco4)ncnc3c2c2c1CCC2 | -0.19
-189 | 0.4 | CCOCCCNC(=O)CN(Cc1ccc(Cl)cc1)S(C)(=O)=O | 0.15
nt | -0.97 | Cc1cc2c(cc(C(=O)NCc3cccnc3)n2Cc2ccc(Cl)cc2)o1 | -0.47
-14 | nt | Cc1ccc(C)c(N=Cc2cc3c(cc2[N+](=O)[O-])OCO3)c1 | nt
-20 | 0.7 | Cc1nc2cc(NC(=O)NCc3ccc4c(c3)OCO4)ccc2o1 | 0.17
nt | 1.4 | Cc1cccc(NC(=O)CSc2nnc(-c3ccccc3Br)o2)c1C | 1.8
-11 | -0.24 | CCOC(=O)CN1CC23C=CC(O2)C(C(=O)Nc2ccc(F)c(C)c2)C3C1=O (stereo not given) | -0.03
-25 | -0.18 | Cc1ccc(NC(=O)c2cc(NC(=O)c3ccco3)ccc2N2CCCCC2)cc1 | 0.43
14 | -0.51 | CCOC(=O)c1c(C)oc2ccc(OCC(=O)N(CC)CC)cc12 | -0.5
-36 | 1.1 | Cc1ccc(Cl)cc1NC(=O)CCn1cccc1 | 0.2
-95 | 0.83 | CCCS(=O)(=O)N1CCCC(C(=O)NC2CCCC(C)C2C)C1 (stereo not given) | 0.44
-29 | nt | CC(C)N(C(=O)CSc1nc2ccccc2c(=O)[nH]1)C(C)C | nt
24 | -0.12 | CN(C)CCCOC(=O)COc1ccc(C(C)(C)C)cc1 | -1.5
nt | -2.9 | COc1ccccc1C/C(N)=N/OC(=O)c1ccc(C)c([N+](=O)[O-])c1 | -2.9
-27 | -0.97 | O=C(CSc1nnc(COc2ccccc2F)n1-c1ccccc1)NC1CCS(=O)(=O)C1 (stereo not given) | -1.1
nt | -0.14 | O=C(CSc1nc2ccsc2c(=O)n1-c1ccccc1)N1CCCC1 | 0.24
33 | -0.37 | CCOC(=O)c1c(C)nn(Cc2cccc(Cl)c2)c1N | -0.33
nt | -1.1 | O=C(Cn1c(=O)oc2cc(S(=O)(=O)N3CCCCC3)ccc21)N1CCc2ccccc2C1 | -0.99
-19 | 0.42 | Cc1cccc(OCCNC(=O)c2cncc(Br)c2)c1 | 0.46
nt | -0.1 | O=C1CC(c2ccccc2)CC(O)=C1C=NC1CCCC1 (stereo not given) | -0.23
-40 | 1.1 | COCCNC(=S)N/N=C(\C)c1ccc(O)cc1 | 0.15
nt | 1.2 | CCCOC(=O)c1ccc(NC(=O)c2cnccn2)cc1 | 1.2
42 | -0.24 | CCN1CCN(c2nc3ccccc3nc2C(C#N)S(=O)(=O)c2ccc(C)c(C)c2)CC1 (stereo not given) | -0.02
-44 | 0.48 | COc1ccc(NC(=O)CN(Cc2ccccc2)S(C)(=O)=O)c(OC)c1 | -0.31
-6 | 0.14 | CC1CCCN(C2=C(Cl)C(=O)N(c3cccc(Cl)c3)C2=O)C1 (stereo not given) | -0.25
57 | -0.49 | N#Cc1ccccc1NC(=O)COC(=O)c1ccc2c(c1)OCCO2 | -0.74
nt | -1.6 | Cc1ccc(-c2cc(C(=O)N3CCN(c4ncccn4)CC3)c3ccccc3n2)cc1 | -1.1
3 | 0.14 | CCC(=O)N1CCN(c2ccc(NC(=O)c3ccc(-c4ccccc4)cc3)cc2)CC1 | 2.2
nt | -0.66 | CC(C)Nc1nc(Cl)nc(NCCOc2ccccc2)n1 | -1

Carrying on:
Insulin prom inh | SDO1 yeast rescue | canonical_smiles | SDO1 yeast rescue Rescue 24 h
nt | 0.29 | Cc1ccc(S(=O)(=O)NCc2ccc(C(=O)N3CCN(c4ccccn4)CC3)cc2)cc1 | 0.35
-3 | -0.27 | O=C(NCc1cccc(C(F)(F)F)c1)C1CCN(c2ncccn2)CC1 | -0.06
-31 | 0.55 | O=C(NC1CCCCC1)C1(c2ccccc2)CC1(Cl)Cl (stereo not given) | 0.83
-20 | nt | CCOC(=O)C1CCN(C(=O)/C=C/c2ccccc2)CC1 | nt
-7 | -0.23 | CC(=O)c1cc(F)c(N2CCN(C(=O)COc3ccccc3F)CC2)cc1C | -0.06
11 | 0.78 | COc1ccccc1CC(=O)N(CCC#N)CCC#N | 0.68
31 | 0.82 | O=C(Nc1ccc2oc(-c3ccncc3)nc2c1)c1c(F)c(F)c(F)c(F)c1F | 2.5
8 | -0.21 | COc1ccc(Nc2nc(-c3c[nH]c4ccccc34)cs2)cc1 | -0.32
-8 | nt | Cc1nnc(SCC(=O)O)s1 | nt
27 | nt | CC1CCCN(CC(=O)N2c3ccccc3Sc3ccccc32)C1 (stereo not given) | nt
nt | -0.06[7.5 µM] | O=C(CCS(=O)(=O)c1ccc(Cl)cc1)N1CCN(S(=O)(=O)c2cccs2)CC1 | 0.14
nt | -1.1 | CCCC(=O)c1ccc(N2CCN(S(=O)(=O)c3ccccc3)CC2)c(F)c1 | -1.3
41 | 1.6 | Nc1cc(N)nc(SCCOc2ccccc2)n1 | 2.4
35 | nt | O=C(NN=C1CCCCCCC1)c1ccc(F)cc1 | nt
nt | 0.52 | COCc1cc(C)nc(SCC(=O)Nc2ccccc2C)c1C#N | 0.08
-5 | -0.45 | CCOC(=O)c1ccc(NS(=O)(=O)N2CCCCCC2)cc1 | -0.01
nt | 0.3 | O=S(=O)(NCc1cccnc1)c1cc(Cl)ccc1Cl | 0.19
nt | -0.3 | N#Cc1cc(-c2ccc(Cl)cc2)cnc1Sc1ccccc1 | 1
-9 | nt | CC(C)[C@H](NC(N)=O)C(=O)Nc1ccc(OCc2ccccc2)cc1 | nt
0 | 0.63 | CN1CCN(c2ccc(S(=O)(=O)N3CCCCC3)cc2NC(=O)Cc2ccccc2F)CC1 | -0.12
5 | 1.4 | COc1cccc(/C=C2/SC(=O)N(CC(=O)N3CCc4ccccc4C3)C2=O)c1OCC(=O)O | 0.85
nt | -1.7 | CC(C)(C)c1ccc(/C=C/C(=O)c2ccc(NC3=NCCCS3)cc2)cc1 | -1.1
nt | -0.88 | CCc1ccccc1S(=O)(=O)Cc1ccc(C(=O)N2CCN(c3ccccc3OC)CC2)o1 | -1.2
-22 | 0.21 | COc1ccc(CC(=O)N2CCCc3ccccc32)cc1 | -0.51
-197 | -0.27 | COc1ccc2[nH]c3nc(SC(C)C)nnc3c2c1 | -0.01
9 | nt | COc1ccc(C(=O)OCn2nnc3ccccc3c2=O)cc1[N+](=O)[O-] | nt
-59 | -0.64 | O=C(CSc1nc2cc(Cl)ccc2o1)NCCc1ccccc1 | 0.19
10 | -0.73 | CCCCNC(=O)CSc1nc2ccc(NC(=O)CSc3nnc(COc4ccccc4C)n3C)cc2s1 | 0.56
-9 | -1.6 | O=C1C(Cl)=C(N2CCN(Cc3ccccc3)CC2)C(=O)N1Cc1ccccc1 | -1.2
7 | -0.23 | N#Cc1cc2c(nc1SCc1cccc(Cl)c1)CCCCC2 | 0.1
-3 | -0.14 | CCc1nc(CNC(=O)c2cc(OC)c(OC)c(OC)c2)no1 | -0.55
nt | 1.1 | COc1ccc(C(=O)O)cc1S(=O)(=O)NCCCN1CCCC1=O | -1.2
15 | 0.45 | Cc1cc(Nc2ccc(F)c(Cl)c2)n2nc(C)nc2n1 | 0.33
-6 | -0.11 | CCn1c(SCc2ccc(C(=O)Nc3cc(C)cc(C)c3)cc2)nnc1-c1ccncc1 | -0.45
14 | -0.44 | Cc1nnc(NC(=O)c2cccc(S(=O)(=O)N3CCc4ccccc43)c2)s1 | -0.23
-15 | 0.64 | CN(NC(N)=O)c1ncc(C(F)(F)F)cc1Cl | 0.12
nt | -0.12 | CCCn1nc2cc(C(=O)NCc3ccc(C)cc3)ccc2c1OCC | -0.54
-13 | nt | CCc1ccccc1NC(=O)CC1SCCNC1=O (stereo not given) | nt
nt | 0.01 | COCCCNC(=O)c1ccc(CS(=O)(=O)c2ccc(Br)cc2)o1 | 0.64
5 | 0.47 | CC(C)CC1(C)NC(=O)N(CCN2C(=O)c3ccccc3C2=O)C1=O (stereo not given) | 0.21
0 | nt | O=S(=O)(Nc1ncccn1)c1ccc(NS(=O)(=O)c2cc(Cl)ccc2Cl)cc1 | nt
-23 | 1.7 | Cc1cc(NC(=O)COC(=O)C2CCN(S(=O)(=O)c3c(Cl)cccc3Cl)CC2)no1 | -0.95

Structural class, those above containing two or more sulfur atoms (11)
Insulin prom inh | SDO1 yeast rescue | canonical_smiles | SDO1 yeast rescue Rescue 24 h
-23 | -0.46 | Cc1ccc(NC(=O)COC(=O)c2csc3c2CCC(C)C3)cc1S(=O)(=O)N1CCCCC1 (stereo not given) | 0.89
-36 | 0.43 | CCc1ccc(NS(=O)(=O)c2cccs2)cc1 | 0.87
8 | 0.61 | CCc1cc[n+](-c2nc3ccccc3nc2[N-]S(=O)(=O)c2ccc(Br)s2)cc1 | 0.7
44 | -0.16 | CC(C)c1nc2sc3c(SCC(=O)NCc4ccco4)ncnc3c2c2c1CCC2 | -0.19
-27 | -0.97 | O=C(CSc1nnc(COc2ccccc2F)n1-c1ccccc1)NC1CCS(=O)(=O)C1 (stereo not given) | -1.1
nt | -0.14 | O=C(CSc1nc2ccsc2c(=O)n1-c1ccccc1)N1CCCC1 | 0.24
-8 | nt | Cc1nnc(SCC(=O)O)s1 | nt
nt | -0.06[7.5 µM] | O=C(CCS(=O)(=O)c1ccc(Cl)cc1)N1CCN(S(=O)(=O)c2cccs2)CC1 | 0.14
10 | -0.73 | CCCCNC(=O)CSc1nc2ccc(NC(=O)CSc3nnc(COc4ccccc4C)n3C)cc2s1 | 0.56
14 | -0.44 | Cc1nnc(NC(=O)c2cccc(S(=O)(=O)N3CCc4ccccc43)c2)s1 | -0.23
0 | nt | O=S(=O)(Nc1ncccn1)c1ccc(NS(=O)(=O)c2cc(Cl)ccc2Cl)cc1 | nt

A portion of the library (hit frequency here may not be typical).
